ATXN2 expr inh: inhibitors of ATXN2 expression. Potency, µM (highest dose often 57 µM), inactives show at the top dose activity change, negative = inhibition, usual class: inhibitors. 0.72% of 360,000 active. AID 1745845. HEK-293 ATXN2-luciferase reporter, luminescence, 24 h; also: potency is read from the fitted curve at half-maximal effect; % is scaled to controls: 0 for no effect and ±100 for the full control effect; nearly all actives have a fitted effect of over 55% in size
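ATXN2-luciferase reporter cells (luciferase flanked by upstream and downstream ATXN2 gene portions) were treated 24 h at 37 °C with compounds at up to 57 uM. SteadyGlo luminescence gave expression; GF-AFC fluorescence gave viability.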
IL1B secr inh: inflammasome signaling inhibition, IL-1 beta readout; THP-1 LPS/ATP IL-1B secretion, AlphaLISA, 16 h; active compounds read low; activity change, % at 57.5 µM; 4.7% of 360,000 active; AID 743279; in the data active = activity change below about -50%; inconclusive = mostly about -30% to -49%; also: % is scaled to controls: 0 for no effect and ±100 for the full control effect
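THP-1 cells pretreated 1 hr with compounds (up to 57.5 uM final), then stimulated with LPS (250 ng/mL final) plus ATP (1.25 mM final); secreted IL-1B measured by AlphaLISA after 16 hr, decreased signal indicating inhibition.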
MCF10A rerep: inducers of DNA re-replication in MCF 10A breast cells | MCF 10A DNA re-replication, Hoechst nuclear intensity, 48 h | Potency, µM (highest dose often 46.1 µM), for the others: top-dose activity, positive = re-replication, most hits filed as activators | AID 624296 | 2.9% of 350,000 active; also: potency is read from the fitted curve at half-maximal effect; % of control where 0% means no effect; nearly all actives have a fitted effect of over 50% in size
SW480 rerep: DNA re-replication induction in SW480 cells | SW480 DNA re-replication, Hoechst DNA content imaging, 48 h | Potency, µM (series often up to 46.1 µM), inactives show at the highest dose re-replication activation, usual class: activators | 1.8% of 340,000 active; also: potency is read from the fitted curve at half-maximal effect; % of control where 0% means no effect; nearly all actives have a fitted effect of over 55% in size
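SW480 cells exposed to compounds for 48 hr at 37 C, 5% CO2, then Hoechst-stained 40 min. Nuclear DNA content imaged by fluorescence scanning (405 nm excitation, 500-530 nm emission); re-replication scored as increased high-intensity nuclei.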
KB-V1 MDR tox: KB-V1 MDR subline cytotoxicity. KB-V1 MDR cells viability, CellTiter-Glo, 72 h. Potency, µM (series often up to 46.1 µM), for inactives: top-dose activity change, negative = cytotoxicity, usual class: cytotoxic. 3.4% of 400,000 active. AID 1347076; also: potency is read from the fitted curve at half-maximal effect; % is scaled to controls: 0 for no effect and ±100 for the full control effect; nearly all actives have a fitted effect of over 60% in size
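Luminescent ATP read-out (CellTiter-Glo, 10 min) measures survival of drug-selected KB-V1 MDR cells after 72 h, 37 degrees C compound exposure. Medium: phenol-red-free DMEM, 10% FBS. Values from fitted concentration-response curves.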
KB-3-1 cytotox: KB-3-1 parental cell cytotoxicity | KB-3-1 viability, CellTiter-Glo ATP luminescence, 72 h | Potency, µM (top dose mostly 46.1 µM), inactives show top-dose activity change, negative = cytotoxic, hits mostly cytotoxic | 1.4% of 400,000 active; also: potency is read from the fitted curve at half-maximal effect; % is scaled to controls: 0 for no effect and ±100 for the full control effect; nearly all actives have a fitted effect of over 60% in size
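Cytotoxicity in the drug-sensitive parental line KB-3-1 was scored as loss of CellTiter-Glo luminescence following 72 h incubation with compound. Values come from curve fitting of normalized concentration-response data.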
WRN helicase inh: WRN helicase (human) inhibition; Q14191; WRN helicase unwinding, fluorescent forked duplex, kinetic; Potency, µM (series often up to 114 µM), for the others: at the highest dose activity change, negative = inhibition, actives largely listed as inhibitors; 0.46% of 360,000 active; AID 651768; also: potency is read from the fitted curve at half-maximal effect; % is scaled to controls: 0 for no effect and ±100 for the full control effect; nearly all actives have a fitted effect of over 55% in size
Target sequence (Q14191 whole entry, looked up): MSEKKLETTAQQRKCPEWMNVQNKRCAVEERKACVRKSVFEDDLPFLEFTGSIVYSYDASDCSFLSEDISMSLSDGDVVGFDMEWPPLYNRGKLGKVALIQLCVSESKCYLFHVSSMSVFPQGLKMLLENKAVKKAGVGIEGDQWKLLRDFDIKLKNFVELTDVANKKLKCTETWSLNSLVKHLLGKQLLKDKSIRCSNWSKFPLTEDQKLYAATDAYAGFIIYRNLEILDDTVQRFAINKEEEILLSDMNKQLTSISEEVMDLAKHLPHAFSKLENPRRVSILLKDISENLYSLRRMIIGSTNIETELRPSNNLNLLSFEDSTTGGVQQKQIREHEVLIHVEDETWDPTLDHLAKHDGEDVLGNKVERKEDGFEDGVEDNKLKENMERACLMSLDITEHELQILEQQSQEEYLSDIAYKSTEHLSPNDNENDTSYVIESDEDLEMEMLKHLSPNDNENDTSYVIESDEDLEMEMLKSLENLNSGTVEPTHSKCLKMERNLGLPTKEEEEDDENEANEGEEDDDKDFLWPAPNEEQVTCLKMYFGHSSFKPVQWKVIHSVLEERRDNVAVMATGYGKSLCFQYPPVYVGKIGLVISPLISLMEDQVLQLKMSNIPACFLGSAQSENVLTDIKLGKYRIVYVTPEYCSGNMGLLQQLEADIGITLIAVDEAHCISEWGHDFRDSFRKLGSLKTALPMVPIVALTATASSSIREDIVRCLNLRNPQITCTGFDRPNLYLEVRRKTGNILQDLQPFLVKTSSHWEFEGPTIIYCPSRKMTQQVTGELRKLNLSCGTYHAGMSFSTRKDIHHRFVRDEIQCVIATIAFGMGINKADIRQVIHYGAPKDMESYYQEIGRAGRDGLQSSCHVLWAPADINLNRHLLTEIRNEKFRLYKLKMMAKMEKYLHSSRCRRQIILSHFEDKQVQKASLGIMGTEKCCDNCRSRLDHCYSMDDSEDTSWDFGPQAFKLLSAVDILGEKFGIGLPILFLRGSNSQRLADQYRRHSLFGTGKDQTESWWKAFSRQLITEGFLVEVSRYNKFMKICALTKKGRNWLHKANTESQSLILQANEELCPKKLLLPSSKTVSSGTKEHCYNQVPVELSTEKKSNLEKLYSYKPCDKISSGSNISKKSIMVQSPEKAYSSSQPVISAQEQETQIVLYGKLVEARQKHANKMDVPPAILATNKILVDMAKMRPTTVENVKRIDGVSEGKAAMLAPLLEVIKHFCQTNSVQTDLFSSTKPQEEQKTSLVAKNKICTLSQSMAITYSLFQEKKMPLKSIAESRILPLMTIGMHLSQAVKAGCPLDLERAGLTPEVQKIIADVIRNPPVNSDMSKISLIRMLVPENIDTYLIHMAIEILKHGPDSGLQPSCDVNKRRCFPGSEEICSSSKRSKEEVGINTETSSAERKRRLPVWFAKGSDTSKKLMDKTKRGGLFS
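WRN at 20 nM final was preincubated with compound for 15 min at room temperature; reaction started with 100 nM forked duplex oligonucleotide carrying fluorophore and quencher plus 2 mM ATP (final). Unwinding followed kinetically by red fluorescence (ex 525/em 598 nm).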
HT1080NT lethal: kills 2HG-producing HT-1080-NT fibrosarcoma cells | 1.6% of 360,000 active | AID 686970 | Potency, µM (top dose mostly 46.1 µM), inactives show top-dose activity, negative = less viability, usual class: cytotoxic | HT-1080-NT fibrosarcoma viability, CellTiter-Glo ATP luminescence, 48 h;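 also: NT is the 2HG producing partner of a matched IDH1 knockdown line; potency is read from the fitted curve at half-maximal effect; 0% = DMSO-treated cells and -100% = media-only wells without cells; nearly all actives have a fitted effect of over 55% in size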
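Luminescent CellTiter-Glo readout after 48 hours of compound exposure at 37 degrees C defined viability of HT-1080-NT cells. Activity was normalized to DMSO wells and cell-free media wells; concentration-response curves were fitted and assigned curve classes.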
HT1080 IDH1KD tx: toxicity to HT-1080 IDH1 knockdown cells (counter line) | HT-1080 IDH1 knockdown viability, ATP luminescence, 48 h | Potency, µM (top dose mostly 46.1 µM), inactives show top-dose activity, negative = toxicity, most hits filed as cytotoxic | 2% of 360,000 active | AID 686971;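 also: potency is read from the fitted curve at half-maximal effect; 0% = DMSO wells and -100% = cell-free medium wells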
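Viability of IDH1-knockdown HT-1080 fibrosarcoma cells was assessed by CellTiter-Glo after 48 h at 37 °C with titrated compound; concentration-effect curves were classified by fit quality and response size.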
* marks the source's active call; other numbers are inactive results; i = inactive; ? = inconclusive; nt = not tested or not shown; [ ] = dose if it differs, or a comment. Unless noted, calls follow the shape of the dose curve; as a rule, active = well fitted curve in the direction sought with a large enough effect; inconclusive = small, poorly fitted or top-dose-only effect, or another doubt; inactive = no such curve, though single readings can be large; an effect the other way counts as inactive or inconclusive.

1. O=C(NCc1ccc(F)c(F)c1)c1cccc2c(-c3cccnc3)coc12
2. O=C(Nc1ccccc1)/C(=C/c1ccc(F)cc1)NC(=O)c1ccco1
3. CCC(C)n1c(-c2cccc(S(=O)(=O)N3CCOCC3)c2)n[nH]c1=S (stereo unspecified)
4. NS(=O)(=O)c1ccc(NC(=S)NC(=O)C2CCCCC2)cc1
5. O=C(NCCN1CCCC1)c1ccc2c(c1)N(Cc1ccc(F)cc1)C(=O)c1ccccc1S2=O (stereo unspecified)
6. O=C(O)CCn1c(SCCc2ccccc2)nc2ccccc21
7. CCCNC(=O)NC1C(NC(=O)NCCC)N(C)C(=O)N1C (stereo unspecified)
8. CCO[C@@H]1OC(C(=O)N2CCN(Cc3ccc4c(c3)OCO4)CC2)=C[C@H](c2ccc(Br)cc2)[C@H]1CCCO

assay / compound	1	2	3	4	5	6	7	8
ATXN2 expr inh	-35%	-1%	1%	7%	-17%	-3%	3%	?
IL1B secr inh	-63*	13	3	3	-24	14	14	?
MCF10A rerep	nt	6%	1%	2%	11%	-1%	25%	?
SW480 rerep	nt	-6%	-2%	2%	-5%	-16%	-5%	-7%
KB-V1 MDR tox	-4%	1%	16%	0%	1%	5%	1%	27%
KB-3-1 cytotox	-1%	4%	13%	15%	2%	-2%	12%	-19%
WRN helicase inh	-6%	-19%	-1%	1%	3%	-18%	-6%	0%
HT1080NT lethal	-23%	-1%	6%	8%	-13%	1%	-4%	-7%
HT1080 IDH1KD tx	?	-7%	3%	15%	-9%	18%	-3%	-7%

9. O=C(CCC1CCCN(C(=O)c2cc(C3CC3)[nH]n2)C1)N1CCN(c2ccccn2)CC1 (stereo unspecified)
10. CC(=O)Nc1sc(C)c(C)c1CN1CCN(S(=O)(=O)c2ccccc2)CC1
11. Cn1c(=O)c2cc(NC(=O)Cc3ccccc3F)ccc2n1Cc1ccc(Cl)cc1
12. CCn1c(=N)n(CC(O)c2ccccc2)c2ccccc21 (stereo unspecified)
13. Cc1ccnc(NC(=O)c2ccc(Cl)c(S(=O)(=O)N3CCCCC3)c2)c1
14. Nc1nnc(-c2ccccc2)c(-c2ccccc2)n1
15. CCCc1nnc(NC(=O)CCC(=O)N2CCN(S(=O)(=O)c3ccc(OC)cc3)CC2)s1
16. CCc1nnc(SCC(=O)Nc2ccc(C(C)=O)cc2)nc1CC

assay / compound	9	10	11	12	13	14	15	16
ATXN2 expr inh	-11%	-10%	-1%	-11%	-14%	0%	4%	0%
IL1B secr inh	2	31	?	-5	?	-7	-2	-7
MCF10A rerep	-1%	-3%	nt	4%	18%	6%	-2%	-8%
SW480 rerep	23%	5%	nt	?	-10%	-17%	-5%	2%
KB-V1 MDR tox	3%	0%	3%	5%	?	0%	49%	-5%
KB-3-1 cytotox	-5%	-5%	0%	-10%	-8%	18%	13%	1%
WRN helicase inh	14%	4%	-4%	7%	-5%	-7%	3%	3%
HT1080NT lethal	-2%	-7%	-10%	1%	-7%	5%	0%	-3%
HT1080 IDH1KD tx	9%	5%	-12%	-5%	-1%	6%	1%	2%

17. OCCC1CN(Cc2cccn2-c2ncccn2)CCN1Cc1ccccc1 (stereo unspecified)
18. COc1cc(NC(=O)c2ccc3c(c2)OCCO3)ccc1NC(=O)c1ccco1
19. FC(F)(F)c1cccc(-c2nc3ccccc3n2C(c2ccccc2)c2nc3ccccc3[nH]2)c1 (stereo unspecified)
20. Cc1ccc(S(=O)(=O)N(C)CC(=O)NCCc2c[nH]c3ccccc23)cc1
21. O=C(NNc1ccc(F)cc1F)c1c(F)cccc1Cl
22. CCN(CC)CCCNC(=O)Cn1cnc2ccc(S(=O)(=O)N3CCC(C)CC3)cc2c1=O
23. O=C(CNS(=O)(=O)c1ccc(Br)cc1)NC1CCCC1
24. CC(C)(C)NC(=O)CN1C(=O)c2cccc3cccc1c23

assay / compound	17	18	19	20	21	22	23	24
ATXN2 expr inh	5%	-7%	nt	-27%	7%	-20%	1%	nt
IL1B secr inh	6	-17	?	-2	18	-13	0	-4
MCF10A rerep	-3%	0%	nt	?	7%	26%	0%	nt
SW480 rerep	-1%	-6%	nt	9%	-1%	?	-1%	nt
KB-V1 MDR tox	3%	0%	?	?	9%	36%	24%	5%
KB-3-1 cytotox	-5%	8%	?	-7%	-16%	-2%	-9%	0%
WRN helicase inh	-3%	-6%	-2%	0%	3%	15%	-13%	3%
HT1080NT lethal	-3%	15%	?	-12%	6%	-6%	3%	-1%
HT1080 IDH1KD tx	-5%	8%	-16%	-2%	0%	-2%	10%	-1%

25. CN(C(=O)c1cccc(NC(=O)Cc2cccc(NC(=O)C3CCN(C(=O)C4CCCCC4)CC3)c2)c1)C1CC1
26. O=C(O)Cn1c(=O)c2c3c(sc2n(Cc2ccc(F)cc2)c1=O)CCCC3
27. CC1=C(C(=O)N(C(C)C)C(C)C)CC(CC(=O)NCc2cccs2)C(=O)N1Cc1ccccc1 (stereo unspecified)
28. COc1ccc(NC(=O)C(=O)NCC(=O)Nc2cc(OC)ccc2OC)cc1
29. O=C(CCc1ccccc1)NNC(=O)COc1ccc([N+](=O)[O-])cc1
30. COc1ccc(Cl)cc1S(=O)(=O)N1CCN=C1Cc1ccccc1
31. CCCC(=O)OCCNc1cc(Sc2nc3ccccc3[nH]2)c2nonc2c1[N+](=O)[O-]
32. OCc1cnc(SCc2ccccc2)n1Cc1ccccc1

assay / compound	25	26	27	28	29	30	31	32
ATXN2 expr inh	-8%	0%	-5%	-9%	-1%	-9%	?	2%
IL1B secr inh	29	28	-21	8	11	i	-104*	16
MCF10A rerep	4%	-2%	nt	-3%	7%	-25%	?	0%
SW480 rerep	7%	-4%	nt	-19%	-9%	-3%	?	11%
KB-V1 MDR tox	-13%	0%	-3%	?	0%	-19%	0%	2%
KB-3-1 cytotox	-6%	-23%	20%	?	-12%	23%	?	-12%
WRN helicase inh	-4%	-17%	3%	-5%	4%	-11%	40µM*	-9%
HT1080NT lethal	-4%	1%	-12%	-12%	-1%	-1%	21µM*	4%
HT1080 IDH1KD tx	-2%	4%	-2%	-10%	-4%	-13%	?	9%

33. C=CCN1C(=O)C2(OCCCO2)c2cccc(C)c21
34. COc1ccc(/C=N\NC(=O)c2ccccc2Br)cc1COc1c(F)c(F)cc(F)c1F
35. CC(NC(=O)c1ccco1)c1nc(-c2ccc(C(C)(C)C)cc2)no1 (stereo unspecified)
36. O=C(Nc1ccccc1C(=O)Nc1ccccc1C(=O)O)c1ccccc1
37. CCc1nnc(NC(=O)CSc2nc(-c3ccccc3)c(-c3ccccc3)o2)s1
38. CC(C)(C)N1CC(c2nc3ccccc3n2Cc2ccc(F)cc2)CC1=O (stereo unspecified)
39. Cc1ccc2nc(SCC(=O)N3CCC(Cc4ccccc4)CC3)nc(=O)n2c1
40. COC(=O)[C@@]12C[C@@H](CC(=O)N3CCCC3)C(=O)N(Cc3ccco3)C1=CCC(C)(C)C2

assay / compound	33	34	35	36	37	38	39	40
ATXN2 expr inh	-38%	?	-6%	34%	-18%	-14%	?	nt
IL1B secr inh	3	-25	0	39	23	-16	3	-8
MCF10A rerep	?	4.6µM*	5%	?	?	9%	-14%	nt
SW480 rerep	?	?	-7%	2%	-11%	-2%	-8%	nt
KB-V1 MDR tox	-1%	nt	-1%	0%	?	-20%	-12%	?
KB-3-1 cytotox	28%	nt	0%	?	5.2µM*	1%	-20%	-2%
WRN helicase inh	0%	-32%	2%	-28%	-9%[57.1 µM]	3%[57.1 µM]	-5%	4%
HT1080NT lethal	8%	-17%	?	?	13%	-8%	?	11%
HT1080 IDH1KD tx	4%	?	-24%	?	14%	-1%	-12%	0%

41. CCN1C(=O)C(=O)N(CC(=O)Nc2cccc(C(F)(F)F)c2)C1=O
42. Cc1ccc(C(=O)N(CCc2ccccc2)Cc2ccccc2)cc1S(=O)(=O)N1CCCCC1
43. O=C(CN1C(=O)C2C3C=CC(C3)C2C1=O)OCC(=O)c1ccc([N+](=O)[O-])cc1 (stereo unspecified)
44. CCN(CC)S(=O)(=O)c1ccc(Cl)c(C(=O)NCC2CCCO2)c1 (stereo unspecified)

assay / compound	41	42	43	44
ATXN2 expr inh	5%	-15%	-17%	3%
IL1B secr inh	-5	-16	-69*	10
MCF10A rerep	2%	-2%	?	-2%
SW480 rerep	-2%	-12%	-4%	-8%
KB-V1 MDR tox	3%	-10%	-25%	1%
KB-3-1 cytotox	13%	?	15%	6%
WRN helicase inh	5%	-1%	1%	-8%
HT1080NT lethal	11%	-20%	4%	-2%
HT1080 IDH1KD tx	17%	-9%	1%	0%

No new results follow: 6 of the compounds above.
36. O=C(Nc1ccccc1C(=O)Nc1ccccc1C(=O)O)c1ccccc1
37. CCc1nnc(NC(=O)CSc2nc(-c3ccccc3)c(-c3ccccc3)o2)s1
38. CC(C)(C)N1CC(c2nc3ccccc3n2Cc2ccc(F)cc2)CC1=O (stereo unspecified)
39. Cc1ccc2nc(SCC(=O)N3CCC(Cc4ccccc4)CC3)nc(=O)n2c1
40. COC(=O)[C@@]12C[C@@H](CC(=O)N3CCCC3)C(=O)N(Cc3ccco3)C1=CCC(C)(C)C2
41. CCN1C(=O)C(=O)N(CC(=O)Nc2cccc(C(F)(F)F)c2)C1=O

assay / compound	36	37	38	39	40	41
ATXN2 expr inh	34%	-18%	-14%	?	nt	5%
IL1B secr inh	39	23	-16	3	-8	-5
MCF10A rerep	?	?	9%	-14%	nt	2%
SW480 rerep	2%	-11%	-2%	-8%	nt	-2%
KB-V1 MDR tox	0%	?	-20%	-12%	?	3%
KB-3-1 cytotox	?	5.2µM*	1%	-20%	-2%	13%
WRN helicase inh	-28%	-9%[57.1 µM]	3%[57.1 µM]	-5%	4%	5%
HT1080NT lethal	?	13%	-8%	?	11%	11%
HT1080 IDH1KD tx	?	14%	-1%	-12%	0%	17%

Assay outcomes from PubChem.
